FXIIa inh: blocks human coagulation factor XIIa protease activity | inhibition, % at 5 µM | P00748 | hit rate 0.3% among 220,000 | purified FXIIa, Boc-QGR-AMC fluorogenic substrate, 2 h; in the data active means inhibition above about 40%;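 further: 0% = enzyme with no compound and 100% = blank without enzyme; many of its hits are not listed in these tables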
Target sequence (P00748 20-372 limits assumed): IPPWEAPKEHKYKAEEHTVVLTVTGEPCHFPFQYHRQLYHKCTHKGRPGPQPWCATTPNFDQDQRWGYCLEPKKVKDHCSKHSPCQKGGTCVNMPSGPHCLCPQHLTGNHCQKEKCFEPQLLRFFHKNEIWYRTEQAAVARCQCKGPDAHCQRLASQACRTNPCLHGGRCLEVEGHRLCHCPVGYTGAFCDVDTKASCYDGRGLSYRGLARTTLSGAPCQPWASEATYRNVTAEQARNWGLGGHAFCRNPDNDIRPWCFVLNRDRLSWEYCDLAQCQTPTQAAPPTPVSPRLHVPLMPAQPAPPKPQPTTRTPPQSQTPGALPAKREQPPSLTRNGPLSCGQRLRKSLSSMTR
Target sequence (P00748 373-615 limits assumed): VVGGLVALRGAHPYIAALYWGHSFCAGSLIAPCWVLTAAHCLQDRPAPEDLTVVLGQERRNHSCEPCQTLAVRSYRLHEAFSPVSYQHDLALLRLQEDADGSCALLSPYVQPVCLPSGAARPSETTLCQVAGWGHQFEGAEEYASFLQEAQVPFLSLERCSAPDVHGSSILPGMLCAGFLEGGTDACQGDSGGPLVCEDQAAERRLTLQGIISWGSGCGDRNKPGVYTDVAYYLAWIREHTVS
PGE2 EP2 inh: inhibitors of human EP2 prostaglandin E2 receptor; C6 glioma cells expressing human EP2, cAMP TR-FRET; cells stimulated with saturating PGE2; inhibition, % at 25 µM; hit rate 0.52% among 260,000; AID 1422;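 active means percent inhibition above 40 after rounding to a whole number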;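 further: rat C6 glioma host cells with rolipram phosphodiesterase inhibitor present; the protocol text gives 20 µM as final concentration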
Target sequence (P43116 whole entry, looked up): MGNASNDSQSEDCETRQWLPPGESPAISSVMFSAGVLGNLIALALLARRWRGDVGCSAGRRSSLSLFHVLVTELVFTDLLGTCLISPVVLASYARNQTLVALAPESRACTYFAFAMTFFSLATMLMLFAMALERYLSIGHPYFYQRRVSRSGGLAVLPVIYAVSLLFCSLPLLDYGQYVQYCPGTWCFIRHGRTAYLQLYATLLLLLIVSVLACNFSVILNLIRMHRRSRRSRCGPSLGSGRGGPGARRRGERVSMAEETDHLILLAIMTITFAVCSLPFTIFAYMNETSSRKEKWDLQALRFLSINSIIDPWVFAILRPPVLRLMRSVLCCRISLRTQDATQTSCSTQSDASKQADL
CHOP inhibitor: CHOP inhibition in unfolded protein response | CHO-K1 CHOP-promoter luciferase, tunicamycin-induced, 15-18 h | inhibition, % at 10 µM | hit rate 3.8% among 220,000 | AID 2732;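 active means compounds that reduced the stress-induced luciferase reporter signal by more than about 70% of percent inhibition, limit read from the data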;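 further: 0% = tunicamycin plus vehicle and 100% = wells without tunicamycin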
Wee1 stabilizer: blocks degradation of human Wee1 kinase. HeLa Luc-Wee1K328M stability, luciferase luminescence; 100% = proteasome inhibitor MG132 effect. reporter increase, % at 5 µM. hit rate 1.2% among 220,000. AID 1321;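 active means activation above the mean of all tested compounds plus 3 SD, set per screening run, cut at about 8.8% in these data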;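 further: cells exposed to compound for 20 h before luminescence read; 0% = DMSO alone and 100% = MG132 at 30 µM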
TNF necrop inh: inhibitors of TNF-alpha induced necroptosis in Jurkat FADD-/- cells; hit rate 0.068% among 220,000; AID 463075; activation (protection from cell death), % at 10 µM; Jurkat FADD-/- TNF necroptosis rescue, ATP luminescence, 24 h; 0 = TNF only, 100 = no-TNF cells;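 active means activation, meaning protection from cell death, of at least 50% relative to plate controls; inactive means activation below 50%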;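 further: necroptosis triggered by 40 ng/mL TNF-alpha added together with compound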
L929 necroptosis: L929 zVAD cell death inhibition; L929 zVAD necroptosis rescue, ATP luminescence, 24 h; with zVAD 60 µM; viability rescue, % at 10 µM; hit rate 0.38% among 220,000; AID 1377;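 active means activation, scaled between plate controls, above about 75%, limit read from the data; inactive means activation under that limit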;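 further: 0% = zVAD with DMSO and 100% = DMSO alone without zVAD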
Tb hexokinase: blocks Trypanosoma brucei hexokinase 1 activity; recombinant TbHK1, G6PDH-coupled NADH A340; inhibition, % at 10 µM; hit rate 0.11% among 220,000; AID 1430;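 active means inhibition of 50% or more in the single-dose primary screen; inactive means inhibition below 50%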
FXIa inh: blocks human coagulation factor XIa protease activity; purified FXIa, Boc-Glu-Ala-Arg-AMC fluorogenic substrate; AID 798; inhibition, % at 5 µM; hit rate 0.14% among 220,000; P03951;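 active means inhibition of at least 40%; inactive means inhibition below 40%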;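 further: fluorescence of freed AMC excited at 355 nm; 0% = enzyme without compound and 100% = no enzyme blank; many of its hits are not listed in these tables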
PPC-1+TRAIL kill: PPC-1 cancer cell killing with TRAIL present; PPC-1 cells + TRAIL, ATPLite viability luminescence; cell killing (% activity), % at 4 µM; hit rate 0.41% among 220,000; AID 1443;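 active means cell killing above 50% in the first pass at 4 µM, then a duplicate retest at 5 µM averaging 50% or more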;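 further: plate controls were cells with TRAIL plus DMSO for no effect and medium-only wells lacking cells for full effect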
* marks the source's active call; other numbers are inactive results; . = not tested or not shown; & = joins results of further samples.

SMILES	FXIIa inh	PGE2 EP2 inh	CHOP inhibitor	Wee1 stabilizer	TNF necrop inh	L929 necroptosis	Tb hexokinase	FXIa inh	PPC-1+TRAIL kill
CCCOc1ccc(C(=O)N2CCN(c3ccc(N)cc3Cl)CC2)cc1	17.2	11.6&5.8	30.2	-3.4	0.1	0.3	-3.2	3.3	24.1
C=CCn1c(=O)/c(=C2/Sc3cc(OC)ccc3N2C)s/c1=C1\C(=O)N(CC)C(=S)N1C	12.3	4.9	-45.2	1.7	-4.3	-1.1	-3.0	4.7	.
CCCOC(=O)c1cc(-c2ccc(C=O)o2)ccc1Cl	12.2	4.4	16.4	1.1	1.1	0.7	-22.1	6.0	12.8
O=S1(=O)N=C(N(CCO)/N=C/c2ccccc2)c2ccccc21	0.8	7.2	5.6	-0.5	-1.1	-0.4	-26.6	-1.5	-3.5
C=CCN(C(=O)CCC(=O)O)C1CC(=O)N(c2ccc(OC)cc2)C1=O (stereo not given)	33.9	9.9	37.5	0.2	-1.2	-0.1	-1.5	16.4	0.1
CCOC(=O)c1nc2ccccc2c(=O)[nH]1	0.2	6.6	-15.3	0.9	1.5	0.5	-0.3	-4.4	13.5
COc1ccccc1NS(=O)(=O)c1cc(NC(=O)c2ccncc2)ccc1N1CCCC1	6.3	6.0	19.3	-0.5	-2.6	-0.4	-5.4	3.3	6.7
COc1cc(C(=O)NCc2ccccc2)ccc1OC(F)F	8.3	6.9	4.9	-0.4	1.8	1.1	-1.4	-7.5	17.7
Cc1nn(C)c(Cl)c1/C=N/OC(=O)c1ccc(F)cc1	8.8	5.0	5.0	8.1	-0.1	0.5	-2.0	-0.4	-0.2
O=C(Nc1ccc(S(=O)(=O)NCCc2ccccc2)cc1)c1ccco1	5.9	6.9	47.9	-1.1	-1.7	0.0	4.8	2.3	-3.1

Whole records, looked up by structure:
Results for `CCCOC(=O)c1cc(-c2ccc(C=O)o2)ccc1Cl` → FXIIa inh: 12.2; PGE2 EP2 inh: 4.4; CHOP inhibitor: 16.4; Wee1 stabilizer: 1.1; TNF necrop inh: 1.1; L929 necroptosis: 0.7; Tb hexokinase: -22.1; FXIa inh: 6.0; PPC-1+TRAIL kill: 12.8
Results for `O=S1(=O)N=C(N(CCO)/N=C/c2ccccc2)c2ccccc21` → FXIIa inh: 0.8; PGE2 EP2 inh: 7.2; CHOP inhibitor: 5.6; Wee1 stabilizer: -0.5; TNF necrop inh: -1.1; L929 necroptosis: -0.4; Tb hexokinase: -26.6; FXIa inh: -1.5; PPC-1+TRAIL kill: -3.5

Later entries:
SMILES	FXIIa inh	PGE2 EP2 inh	CHOP inhibitor	Wee1 stabilizer	TNF necrop inh	L929 necroptosis	Tb hexokinase	FXIa inh	PPC-1+TRAIL kill
CC1(C)CC(C#N)(N2CCOCC2)CCO1 (stereo not given)	14.6	8.7	8.7	-0.1	-1.2	0.0	7.7	2.4	-12.8
c1ccc(Oc2c3ccccc3nc3ccccc23)cc1	9.3	11.4	-28.9	0.5	-16.2	-1.2	-3.5	-0.3	1.7
CCCc1cc(C(=O)NNC(=S)Nc2cccc(C)c2)cs1	0.6	8.2	14.7	-4.4	1.2	1.1	14.4	4.4	17.0
COc1ccc(NC(=O)C2=C(C)Nc3nc(CCCO)nn3C2c2ccc(OC)c(OC)c2)cc1 (stereo not given)	-3.9	7.1	15.4	2.6	1.1	2.8	-8.1	-3.8	28.0
CCOC(=O)N1CCN(C(=O)c2c(N)no[n+]2[O-])CC1	4.7	10.7	1.2	-2.5	1.7	1.4	-2.9	-3.3	5.4
CCCCCSc1nc2c(c(=O)[nH]c(=O)n2C)n1CC	.	13.8	.	-2.8	-6.0	-0.7	4.3	.	.
COc1ccc(NC(C)=O)cc1NC(C)C(=O)Nc1ccc(F)c(F)c1F (stereo not given)	13.2	3.7	12.6	-1.2	0.3	-0.6	-11.3	-6.7	-14.6
COc1ccc2c(CC(=O)O)cc(=O)oc2c1	2.0	6.6	16.4	-3.5	1.6	0.4	-27.0	-0.3	11.6
CCCNCc1cc(Cl)c(OCC)c(Cl)c1	12.2	9.8	23.5	0.2	0.8	0.5	1.0	4.8	2.7
CCC(O)C1CCN(Cc2cn(Cc3ccccc3)nc2-c2cc3ccccc3o2)CC1 (stereo not given)	8.4	1.3	24.9	-3.3	4.2	2.2	3.6	0.4	6.4
Cc1ccc(N(C)S(=O)(=O)c2cccc(C(=O)NC3=NCCS3)c2)cc1	14.3	15.7	28.8	-3.4	-1.6	-0.2	2.5	-0.7	0.8
COCCOC(=O)C1=C(C)N=C2SCCC(=O)N2C1c1cccs1 (stereo not given)	9.2	6.9	33.7	-0.9	-0.2	-1.1	-14.1	-1.9	10.0
Cn1c(=O)c2[nH]c(NCCCN3CCOCC3)nc2n(C)c1=O	15.3	9.2	3.8	0.0	0.3	0.3	0.4	5.5	21.8
CCc1ccccc1NC(=O)c1onc(C)c1Cl	9.8	9.5	7.8	3.8	-0.5	-0.1	-5.8	0.0	24.8
COc1ccc(CCn2c(Br)nc3c2c(=O)[nH]c(=O)n3C)cc1	20.4	11.0	-3.5	2.1	-11.3	1.5	5.1	3.3	-22.5
O=C(CSc1n[nH]c(-c2cccnc2)n1)OC1CCCCC1	8.5	5.9	24.7	4.4	0.2	1.7	10.6	-3.3	4.9
CCOC(=O)C(C)Oc1ccc(OCc2ccccc2)cc1 (stereo not given)	7.7	2.2	30.1	-2.0	1.8	1.8	2.6	-0.1	2.3
COc1ccc(/C(C)=N/NC(=O)CCC(=O)Nc2ccc(Cl)cc2Cl)c(OC)c1	17.9	2.7	16.6	1.3	1.5	0.1	-3.5	-3.5	-16.7
Cc1ccccc1OCc1nc2ccccc2c(=O)n1N	12.6	9.3	25.6	-0.5	0.4	3.7	1.8	2.0	-2.7
Cc1noc(NS(=O)(=O)c2ccc(NC(=O)CSc3nc4ccccc4s3)cc2)c1C	10.5	8.0	25.1	-0.4	-1.7	-0.4	6.5	4.5	21.7
CC(C)OC(=O)Cn1cc(C#N)c2ccccc21	9.3	18.6&8.2	37.4	4.1	0.2	1.8	-2.1	4.5	-24.9
O=C(O)CCN(CCC(=O)O)c1nnc(SCc2ccccc2)s1	5.3	22.9	16.3	-0.3	-1.2	0.1	3.2	-5.8	8.6
COc1ccc(N2CCN(C(=O)c3ccc(S(=O)(=O)N4CCOCC4)cc3)CC2)cc1	11.8	8.7&12.1	26.2	-1.0	-2.5	-0.2	0.9	-2.1	0.3
Cc1cccc(C)c1NC(=O)CSc1nnc(CCCCCNC(=O)OC(C)(C)C)o1	16.6	15.8	30.2	0.8	-1.7	1.0	4.1	8.5	0.0
Cc1nc2cccc(C(=O)NC3CCCCC3)c2o1	5.5	11.7	-14.7	1.2	-0.8	-0.3	1.3	-4.6	5.2
O=C(NNC(=O)c1cccnc1SCc1cccc([N+](=O)[O-])c1)c1cccnc1	7.0	9.0	8.3	-2.4	0.2	0.3	17.7	-3.0	14.5
CCOC(=O)c1sc(NC(=O)CSc2nnnn2-c2ccccc2)c(C(=O)OCC)c1C	1.0	12.1	15.8	-0.2	1.2	0.0	-5.4	-4.8	23.6
CCCCC(CC)C(=O)NCCc1ccc(S(N)(=O)=O)cc1 (stereo not given)	25.9	6.7	8.9	-0.4	-1.1	-0.7	6.8	6.8	14.5
CN(C)CCCN1C(=O)c2cccc3c([N+](=O)[O-])ccc(c23)C1=O	12.0	80.1*	54.3	2.5	-27.1	14.7	-20.2	6.3	28.6
Cc1c(NC(=O)COC(=O)c2ccccc2Cl)c(=O)n(-c2ccccc2)n1C	6.7	4.4	-3.2	2.1	-1.0	14.4	0.6	-2.2	4.3

Just L929 necroptosis, for some of the entries so far:
mol | L929 necroptosis
O=C(NNC(=O)c1cccnc1SCc1cccc([N+](=O)[O-])c1)c1cccnc1 | 0.3
CCOC(=O)c1sc(NC(=O)CSc2nnnn2-c2ccccc2)c(C(=O)OCC)c1C | 0.0
CCCCC(CC)C(=O)NCCc1ccc(S(N)(=O)=O)cc1 (stereo not given) | -0.7
CN(C)CCCN1C(=O)c2cccc3c([N+](=O)[O-])ccc(c23)C1=O | 14.7

(further entries)
SMILES	FXIIa inh	PGE2 EP2 inh	CHOP inhibitor	Wee1 stabilizer	TNF necrop inh	L929 necroptosis	Tb hexokinase	FXIa inh	PPC-1+TRAIL kill
O=C(O)C1CCCN1C(=O)Oc1ccccc1 (stereo not given)	1.0	6.2	12.2	-2.5	0.8	-0.1	-1.7	-9.8	3.1
Cc1cc(C)n(CCC(=O)N/N=C/c2ccc(Br)c([N+](=O)[O-])c2)n1	6.6	9.0	-1.0	-1.4	-3.7	-0.2	1.8	0.6	25.2
CN(c1ccc(C(=O)NCCSC(C)(C)C)cc1)S(=O)(=O)c1ccccc1	13.1	6.6	-5.1	5.0	0.5	0.7	2.5	1.8	-18.1
Cc1noc(C)c1COc1ccc(C(=O)Nc2ccccc2)cc1	7.9	4.6	-2.5	-2.5	1.0	1.6	-2.7	-2.8	1.9
CCOCCCNC(=O)c1ccc2c(c1)N(Cc1ccccc1)C(=O)CS2=O (stereo not given)	6.4	6.9	-26.4	1.7	0.9	0.3	-0.6	-4.0	10.1
CCOc1cc(N2CCOCC2)c(OCC)cc1NCC(=O)N1CCN(Cc2ccccc2)CC1	8.7	0.9	-5.4	4.0	1.0	-0.5	-19.3	4.0	4.8
COc1ccc(-n2nc(C(=O)NCC(=O)NCC3CCCO3)c3ccccc3c2=O)cc1Cl (stereo not given)	17.0	11.2	12.5	0.6	-4.1	-0.2	-4.9	7.8	1.2
CCCCOc1ccc(C(=O)CCNC(C(=O)O)C(C)CC)cc1 (stereo not given)	.	.	.	-2.5	-1.1	-0.2	2.1	.	.
CCCOc1ccc(C(=O)NC(=S)Nc2nc3ccc(C)cc3s2)cc1	17.4	6.9	0.2	-1.0	-6.5	0.0	-4.9	5.0	10.2
C=CCn1c(COc2cccc(C)c2C)nnc1SCC(=O)N1CCN(c2ccccc2)CC1	3.0	8.0	70.6*	0.1	1.3	-0.1	1.0	6.9	-1.5
O=C(/C=C/c1cccs1)Nc1ccc(S(=O)(=O)Nc2ncccn2)cc1	3.8	2.5	11.9	3.2	2.2	0.4	-14.3	-5.4	-1.7

3 structures from above, arranged by heavy-atom count, rising.
SMILES	FXIIa inh	PGE2 EP2 inh	CHOP inhibitor	Wee1 stabilizer	TNF necrop inh	L929 necroptosis	Tb hexokinase	FXIa inh	PPC-1+TRAIL kill
O=C(/C=C/c1cccs1)Nc1ccc(S(=O)(=O)Nc2ncccn2)cc1	3.8	2.5	11.9	3.2	2.2	0.4	-14.3	-5.4	-1.7
CCOCCCNC(=O)c1ccc2c(c1)N(Cc1ccccc1)C(=O)CS2=O (stereo not given)	6.4	6.9	-26.4	1.7	0.9	0.3	-0.6	-4.0	10.1
COc1ccc(-n2nc(C(=O)NCC(=O)NCC3CCCO3)c3ccccc3c2=O)cc1Cl (stereo not given)	17.0	11.2	12.5	0.6	-4.1	-0.2	-4.9	7.8	1.2

Bioassay records (PubChem)

Not all compounds are listed. The share of hits here may be higher or lower than overall.
